PP5 inh: inhibitors of human protein phosphatase 5 (PP5); purified PP5c, OMFP substrate fluorescence; inhibition, % at 6.7 µM; 0.18% of 320,000 active; AID 1987;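 active = inhibition above the campaign's mean inhibition across all tested compounds plus 3 SD, cut at about 9.5% in these data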;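 also: 0% = DMSO only and 100% = 100 µM cantharidin control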
CTSL1 counter: counter-screen for PFM18AAP inhibitors: inhibitors of F. hepatica cathepsin L1 | recombinant F. hepatica cathepsin L1, Z-Leu-Arg-MCA fluorescence | inhibition, % at 5.96 µM | 0.49% of 300,000 active;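 active = inhibition above the mean of all tested compounds plus 3 SD, set per screening campaign, cut at about 17% in these data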;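 also: 0% = plate median of test compound wells and 100% = 1 µM Z-Phe-Ala-diazomethylketone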
PP1 counter: PP1-alpha (human) inhibition in PP5 counter-screen; inhibition, % at 6.7 µM; purified PP1alpha, OMFP fluorescence; AID 2235; P62136; 0.9% of 320,000 active;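 active = inhibition above the mean inhibition of all tested compounds plus 3 SD, computed separately for each screening campaign, cut at about 15% in these data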
Target sequence (P62136 whole entry, looked up): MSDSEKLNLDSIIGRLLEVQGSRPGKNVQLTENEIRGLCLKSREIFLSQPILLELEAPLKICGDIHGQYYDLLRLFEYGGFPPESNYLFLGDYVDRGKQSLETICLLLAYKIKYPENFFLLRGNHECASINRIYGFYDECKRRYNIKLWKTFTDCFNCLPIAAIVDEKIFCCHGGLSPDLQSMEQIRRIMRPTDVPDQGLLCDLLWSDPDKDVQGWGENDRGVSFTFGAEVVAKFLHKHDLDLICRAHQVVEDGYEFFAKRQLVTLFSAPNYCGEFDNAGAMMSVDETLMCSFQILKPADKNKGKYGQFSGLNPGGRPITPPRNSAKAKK
Efflux pump mplx: inhibitors of Candida antifungal efflux pumps expressed in yeast; S. cerevisiae Candida pump triplex, Nile Red efflux; inhibition, % at 10 µM; 0.44% of 330,000 active; AID 485275;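 active = plate passing quality check with inhibition over a set limit, or well fluorescence over plate mean plus 4 SD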;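 also: Nile Red retained in pooled yeast measured as flow cytometry median fluorescence; 0% = buffer negative control and 100% = Enniatin B positive control; higher means more Nile Red kept so more efflux inhibition; some compounds called inactive have numbers as strong as hits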
TPT1 inh: C. albicans TPT1 enzyme inhibition; recombinant caTPT1, FP RNA substrate dephosphorylation; inhibition, % at 5 µM; 0.81% of 300,000 active;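 active = inhibition above the mean of all tested compounds plus 3 SD, set per screening campaign, cut at about 24% in these data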;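 also: plate controls were DMSO alone for no effect and ferristatin control at 100 nM for full effect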
procasp7 counter: activates human procaspase-7, counter-screen for procaspase-3 activators; 0.093% of 330,000 active; activation, % at 8.5 µM; recombinant procaspase-7, Ac-DEVD-pNA absorbance 405 nm; D23A/D198A/D206A triple mutant, cannot self-cleave; scale: DMSO 0, 5 µM enzyme 100; P55210;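 active = percent activation above the screen-wide mean plus 3 SD, cut at about 25% in these data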
Target sequence (P55210 whole entry D23A/D198A/D206A): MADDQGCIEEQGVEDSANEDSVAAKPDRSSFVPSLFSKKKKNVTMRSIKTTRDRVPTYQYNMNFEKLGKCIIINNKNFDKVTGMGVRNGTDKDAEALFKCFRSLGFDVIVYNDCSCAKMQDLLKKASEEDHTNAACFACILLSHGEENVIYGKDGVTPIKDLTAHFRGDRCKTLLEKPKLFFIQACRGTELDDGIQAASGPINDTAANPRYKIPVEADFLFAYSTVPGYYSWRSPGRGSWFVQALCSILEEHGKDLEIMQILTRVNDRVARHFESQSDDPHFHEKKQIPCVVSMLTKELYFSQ
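Assay system: Uncleavable procaspase-7 mutant enzyme / Input: 2 µM procaspase-7 mutant as dispensed / Dosing: single nominal 8.5 µM compound dose, 0.8% DMSO final / Timing: 1 h enzyme–compound preincubation and 2 h substrate reaction, both 25 °C / Detection: p-Nitroaniline absorbance at 405 nm, read at 0 and 120 min / Replication: singlicate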
procasp3 activ: activates human procaspase-3 | P42574 | recombinant procaspase-3 D3A, Ac-DEVD-pNA absorbance 405 nm | activation, % at 8.5 µM | 0.11% of 330,000 active;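 active = activation above the mean of all tested compounds plus 3 SD, cut at about 21% in these data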;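 also: 0% = DMSO alone and 100% = DMSO wells spiked with extra 5 µM PC-3 D3A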
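material = Procaspase-3 D3A mutant | probe or stimulus = Ac-DEVD-pNA | compound = single dose, 8.5 µM nominal compound, 0.8% DMSO | timing = 1 h preincubation, 2 h reaction | measured by = 405 nm absorbance of p-nitroaniline, reads at 0 and 120 min | benchmarks = DMSO-only low control, 5 µM PC-3 D3A high control | repeats = singlicate, each compound tested once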
core dimer inh: HCV core protein dimerization inhibition; 0.33% of 300,000 active; inhibition, % at 5 µM; TR-FRET GST/Flag-core106 dimerization, 1536-well; AID 1899;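 active = inhibition above the mean of all tested compounds plus 3 SD, set per screening campaign, cut at about 45% in these data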
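System: GST/Flag-tagged HCV core106 proteins. Incubation: compound-protein-antibody incubation 4 h at 22.5 °C. Technique: HTRF with 340 nm excitation, 617/671 nm emission. Medium: KF-containing HEPES buffer, pH 7.45, DTT, CHAPS, BSA. Read-out: inhibition (%) from 671 over 617 nm ratio. Also added: Eu(K)-anti-GST 90 ng/mL plus XL665-anti-Flag 1 µg/mL.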
GASC-1 inh: human JMJD2C demethylase inhibition. 0.069% of 330,000 active. GST-JMJD2C(1-420) H3K9me3 demethylation, DELFIA europium. AID 2099. inhibition, % at 2.35 µM. Q9H3R0;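 active = more than half of a compound's replicate wells show inhibition beyond 50%, single wells judged on their own value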;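 also: signal counts dimethyl H3K9 product captured on neutravidin plate; 0% = median of DMSO wells and 100% = 0.3 times that DMSO median; strong numbers were not always called active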
Target sequence (Q9H3R0 1-420 limits assumed): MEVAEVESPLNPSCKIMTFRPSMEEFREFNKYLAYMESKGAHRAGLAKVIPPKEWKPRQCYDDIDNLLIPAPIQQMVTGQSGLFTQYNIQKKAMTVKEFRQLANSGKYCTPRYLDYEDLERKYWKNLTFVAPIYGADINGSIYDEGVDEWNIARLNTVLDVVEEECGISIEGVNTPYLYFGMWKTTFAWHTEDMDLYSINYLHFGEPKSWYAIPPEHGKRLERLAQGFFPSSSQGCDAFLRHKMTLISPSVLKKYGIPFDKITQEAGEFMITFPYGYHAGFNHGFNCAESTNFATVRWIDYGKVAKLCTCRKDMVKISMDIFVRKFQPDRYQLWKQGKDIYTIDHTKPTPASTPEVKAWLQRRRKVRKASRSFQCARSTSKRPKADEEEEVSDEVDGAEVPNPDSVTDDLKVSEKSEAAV
Active calls of the source: *; / = no result given; & = joins results of further samples. Random draw from the library, and some 2.9% of all compounds hit somewhere here.

SMILES	PP5 inh	CTSL1 counter	PP1 counter	Efflux pump mplx	TPT1 inh	procasp7 counter	procasp3 activ	core dimer inh	GASC-1 inh
CCOC(=O)C1=C(C)N(C)C(C)=C(C(=O)OCC)C1c1ccsc1	1.3	3	1	-0.1	1	5	-3	-4	-5
CCc1ccccc1Nc1nc(N)nc(CSc2nnc3ccccn23)n1	-0.2	0	-6	0.1	2	2	5	-2	14
COc1ccccc1S(=O)(=O)Nc1ccc(-c2nnc3n2CCCCC3)cc1	-0.6	6	-1	-0.1	-11	5	1	0	10
O=C(CNCCO)N1CCc2ccccc21	3.3	-3	-7	-0.1	-2	1	3	1	-2
O=C(NCc1ccccc1)C1CCCN(S(=O)(=O)c2cccc3nsnc23)C1 (configuration not stated)	-0.7	-2	0	0.0	-2	-1	10	-1	25
CC(C)(C)c1ccc(OCCC(=O)Nc2cccc(S(=O)(=O)N3CCCC3)c2)cc1	6.3	-2	4	0.0	-2	9	2	0	-5
CCOc1ccc(-c2cc(C(=O)NCC3CCCO3)c3ccccc3n2)cc1 (configuration not stated)	1.9	0	0	0.1	0	14	2	-4	36
Nc1ccc(C(=O)N(CCO)CCO)cc1	0.8	1	-1	0.1	3	-8	-3	-5	-4
Cc1ccc2c(c1)N(C(=O)CCC(=O)O)CCO2	0.5	-3	1	0.1	-2	0	-11	-10	1
COC(=O)C1=C(C)Nc2nnnn2C1c1ccco1 (configuration not stated)	0.0	1	0	-0.1	-4	13	3	-1	-1
CN(C)S(=O)(=O)c1ccc(C(=O)OCC(=O)NCc2ccccc2)cc1	-1.2	-2	2	0.0	-1	-1	4	-1	-8
CN1CCN(c2ccc(Cl)cc2NC(=O)c2ccc(S(=O)(=O)N3CCCCCC3)cc2)CC1	2.4	-3	7	0.2	-1	8	-5	-10	-30&3
CCn1cc2c(c1-c1cccc(C)c1)c(=O)n(C)c(=O)n2C	1.9	0	-1	0.0	1	-3	-5	2	6
Cn1c(SCCN2CCCC2)nnc1C1CCN(S(=O)(=O)c2cccc(F)c2)CC1	-3.0	-2	3	0.0	2	-6	-5	-17	-1
O=C(/C=C/c1cccc(F)c1)Nc1ccc(S(=O)(=O)N2CCOCC2)cc1	/	/	/	0.0	/	1	4	/	1

One compound at a time, as listed above.
`O=C(CNCCO)N1CCc2ccccc21` in the list: PP5 inh: 3.3; CTSL1 counter: -3; PP1 counter: -7; Efflux pump mplx: -0.1; TPT1 inh: -2; procasp7 counter: 1; procasp3 activ: 3; core dimer inh: 1; GASC-1 inh: -2
`CN(C)S(=O)(=O)c1ccc(C(=O)OCC(=O)NCc2ccccc2)cc1` in the list: PP5 inh: -1.2; CTSL1 counter: -2; PP1 counter: 2; Efflux pump mplx: 0.0; TPT1 inh: -1; procasp7 counter: -1; procasp3 activ: 4; core dimer inh: -1; GASC-1 inh: -8

Continued:
SMILES	PP5 inh	CTSL1 counter	PP1 counter	Efflux pump mplx	TPT1 inh	procasp7 counter	procasp3 activ	core dimer inh	GASC-1 inh
CCC(=O)N1CCC2(CC1)Oc1ccc(F)cc1C(=O)C21CC(c2cccnc2)=NO1 (configuration not stated)	2.3	-4	-3	-0.1	-5	8	-10	3	-26
COc1ccccc1NC(=O)Cn1nnc(-c2ccccc2NC(=O)c2cc3ccccc3oc2=O)n1	0.4	-2	-7	0.0	-2	8	7	17	1
COc1ccc(CN2CCNC(=O)C2CC(=O)NC2CCCC2)c(C)c1C (configuration not stated)	-0.8	0	4	-0.5	-2	1	4	4	9
COc1cc(NC(=O)Cc2nn(C)c(=O)c3ccccc23)cc(OC)c1	3.4	-3	-4	0.0	4	3	-1	6	1
CN(Cc1ccccc1)c1nc(N)c([N+](=O)[O-])c(NCc2ccccc2)n1	0.5	2	9	0.1	-1	8	-1	0	7
CC(=O)c1ccc(N2CCN(S(=O)(=O)c3cccc4nonc34)CC2)cc1	0.7	-2	-2	0.1	5	-10	-8	-6	0
Cc1ccc(-c2ccc(/C=N/N3C(=O)C4C5C=CC(CC5)C4C3=O)o2)c([N+](=O)[O-])c1 (configuration not stated)	6.3	3	-1	0.0	-7	2	-10	9	-1
O=C(Nc1ccccc1)c1nc[nH]c1C(=O)N1CCc2ccccc2C1	4.3	/	2	-0.1	/	11	3	/	10
COCc1[nH][nH]c(=O)c1C=Nc1ccccc1	-0.8	-1	-3	0.0	0	2	11	-1	-1
O=C(N1CCOCC1)N(CCN1CCOCC1)Cc1cccc2ccccc12	-3.1	2	6	0.0	1	-2	-12	-5	2
O=S(=O)(Nc1cccc2ccccc12)c1ccccc1F	3.8	5	-1	-0.1	-3	-8	2	1	-9
Cc1cccc(NC(=O)COc2coc(CN3CCN(c4ccccc4)CC3)cc2=O)c1	-2.9	2	-1	-0.1	5	6	7	5	13
CC(Oc1ccc(Cl)cc1Cl)C(=O)NCCCN(C)C (configuration not stated)	0.8	4	-3	-0.1	-1	1	4	-1	2
O=C(Nc1ccc(F)cc1)N1CCOCC1	1.8	-1	-5	0.2	2	8	0	4	11
CCC(=O)/C(=C(/O)c1ccccc1)c1nc2ccccc2[nH]1	-0.2	6	0	0.4	5	2	-1	-1	24
Cn1ncc(Br)c1C(=O)NC12CC3CC(CC(C3)C1)C2	2.8	1	7	0.1	3	4	-1	-7	0
O=c1c2sc3nc(N4CCOCC4)c4c(c3c2ncn1-c1ccccc1)CCCC4	1.6	-2	6	0.2	-1	-4	4	28	-2
C=CCN1C(=O)S/C(=C\c2ccc(N3CCOCC3)cc2C)C1=O	1.4	0	0	0.1	66*	-21	-5	-5	1
CC(=O)Cn1ncc(N2CCOCC2)c(Cl)c1=O	-0.2	-2	0	0.1	-1	-3	-5	-1	-1
COC(=O)c1ccc(S(=O)(=O)N2CCCC2)o1	-1.6	0	-7	-0.1	-4	2	0	-6	0
CN(C)c1ccc(/C=N/NC(=O)CCCCCNC(=O)c2ccccc2)cc1	-0.8	1	-9	0.1	1	3	4	-11	4
COc1cc(CNC2CCCC2)cc(Cl)c1OCc1ccccc1Cl	5.1	0	8	0.3	4	-2	10	-14	10
CCOC(=O)c1c(NC(=O)CSc2nnc3ccccn23)sc2c1CCC2	0.7	3	4	-0.1	-1	-9	-3	4	11
NNC(=O)c1snnc1-c1ccccc1	-0.3	-3	2	0.0	1	-3	-9	3	3
Cc1ccc(C(=O)C(C)Sc2nnc(N)s2)cc1 (configuration not stated)	1.9	2	-1	-0.2	-5	8	10	-5	5
OCCC1CN(Cc2ccccn2)CCN1C1CCCC1 (configuration not stated)	-7.5	16	-1	0.1	-5	4	1	-5	9
Cc1cc(Cl)c(S(=O)(=O)N2CCCCCC2)cc1OCC(=O)NC1CCCCC1	3.9	1	3	0.4	-1	-7	-3	4	0
CC(C)CCNC(=O)CCn1nc(-c2ccc(Cl)cc2)ccc1=O	0.1	7	-1	0.0	-2	1	8	-10	6
COC(=O)c1ccccc1NC(=O)c1cc([N+](=O)[O-])nn1Cc1ccccc1	2.8	0	-2	0.0	-4	2	-2	-1	-3
COc1cccc(-c2nnc(NC(=O)c3ccc4ncsc4c3)o2)c1	2.1	-3	14	-0.1	-3	0	-6	13	2
COc1ccccc1CCNC(=O)c1nc(-c2cccs2)no1	3.6	3	1	-0.1	0	3	4	2	5
C=CCn1c(SCC(=O)Nc2sccc2C(N)=O)nc2ccccc2c1=O	0.6	4	-1	0.0	2	6	1	8	6
Cc1occc1-c1nnc(SCC(=O)N2CCOCC2)n1CC(C)C	0.7	-3	-2	0.1	1	3	1	0	0
O=c1cc(O)c2sc(Nc3cccc(C(F)(F)F)c3)nc2[nH]1	5.7	5	4	-0.2	0	17	-3	-5	-3
O=C(CCc1ccc(S(=O)(=O)N2CCOCC2)cc1)NN=C1CCCCCCC1	1.9	2	-1	0.3	0	12	4	-3	-10
NCCCC[C@H]1CN=C(N)N1CCC12CC3CC(CC(C3)C1)C2	-0.9	5	-2	0.0	2	7	-1	-1	-19
O=C(Nc1ccccn1)c1ccc2c(c1)OCCO2	1.0	-4	4	-0.2	-3	4	8	-16	-15
CCc1nc(N2CCN(C(=O)c3ccco3)CC2)c2c3c(sc2n1)CCCC3	0.8	-1	8	0.0	1	-1	3	10	-9
CCOC(=O)N1CCN(Cc2nc3c(c(=O)n(C)c(=O)n3C)n2Cc2ccc(F)cc2)CC1	-0.1	-3	2	-0.1	0	3	6	-7	2
c1csc(-n2nc3ccccc3n2)c1	-0.5	0	-1	-0.1	2	0	-4	-2	2
COC(=O)c1sccc1NC(=O)Cc1ccc(Br)cc1	3.2	-3	-2	-0.2	0	3	1	-3	-6
CC(C(O)c1cc(=O)c(OCc2ccccc2)co1)[N+](=O)[O-] (configuration not stated)	-0.9	2	-6	0.0	2	6	11	1	-20
O=C(Cc1ccc(Cl)cc1)NNC(=S)NC(=O)c1cccnc1	-1.1	4	-2	0.1	35*	-2	-10	2	-2
CN(C(=O)Cc1noc2ccccc12)c1ccccc1	0.1	-2	0	0.1	-1	10	-1	3	2
O=C(CN1CCOCC1)N1CCc2ccccc2C(c2ccccc2)C1 (configuration not stated)	-0.5	-5	-5	0.0	2	-1	0	-1	4
CCOC(=O)c1c(C)[nH]c(C(=O)COC(=O)COc2ccccc2C)c1C	5.0	-12	4	-0.1	-3	-9	0	2	6
CCC1S/C(=N/N=C/c2ccco2)N(Cc2ccccc2)C1=O (configuration not stated)	0.1	3	1	-0.3	1	6	3	0	3
c1ccc2oc(Cc3ccc(Cc4nc5ccccc5o4)cc3)nc2c1	4.4	1	4	-0.1	-1	4	-4	-1	-3
CCCn1c(N)c(N(CCOC)C(=O)c2cc(C)cc(C)c2)c(=O)[nH]c1=O	-0.2	-3	-2	-0.1	2	4	5	-10	-7
COc1ccc(C(=O)COC(=O)CCNS(=O)(=O)c2ccccc2)c(OC)c1	-3.8	-34	-6	-0.1	-1	5	3	17	13
Cn1c(-c2cccc(F)c2)nc2c1c(=O)[nH]c(=O)n2Cc1ccccc1	-0.1	3	0	0.6	1	-1	3	1	13
Cc1ccc(NC(=O)CSc2nnc(C3CC3)n2N)cc1S(=O)(=O)N1CCOCC1	-0.6	-2	-8	0.2	-3	0	6	7	-6
COc1ccc(C)c2sc(N(CCN(C)C)C(=O)c3cccc(N4C(=O)CCC4=O)c3)nc12	0.7	-1	-3	-0.1	-3	2	12	1	-3
Nc1cc(=O)[nH]c(SCC(=O)Nc2ccc(Br)cc2)n1	4.6	-3	-1	0.2	-6	8	-2	0	-8
CCCCCCSc1cc(-c2nc3cnccn3c2NCc2ccccc2)ccc1OC	-3.0	6	18*	0.8*	10	-22	-9	-8	1
COc1cc(N2C(=O)NC3CC2(C)Oc2ccccc23)cc(OC)c1OC (configuration not stated)	1.3	-4	-3	-0.1	0	3	-10	-1	-5
